Platelet DG rel – platelet dense granule release activity; inhibition, %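 (compounds screened at 7.5 µM in platelet-rich plasma)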; human platelet-rich plasma, SFLLRN dense granule ATP release, luminescence; actives 0.22% (n = 300,000);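 active = mean replicate score, as percent of positive control, at or above 50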
TRPC4 block – TRPC4 (mouse) channel inhibition; Q9QUQ5; HEK293 TRPC4beta/mu-opioid, DAMGO-evoked Fluo4 calcium flux; stronger effect = lower value; B-score at 10 µM; actives 0.39% (n = 300,000); AID 2247;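 active = B-score over 3 SD under the library average, no early fluorescence shift, positive overall ratio signal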
Target sequence (Q9QUQ5 whole entry, looked up): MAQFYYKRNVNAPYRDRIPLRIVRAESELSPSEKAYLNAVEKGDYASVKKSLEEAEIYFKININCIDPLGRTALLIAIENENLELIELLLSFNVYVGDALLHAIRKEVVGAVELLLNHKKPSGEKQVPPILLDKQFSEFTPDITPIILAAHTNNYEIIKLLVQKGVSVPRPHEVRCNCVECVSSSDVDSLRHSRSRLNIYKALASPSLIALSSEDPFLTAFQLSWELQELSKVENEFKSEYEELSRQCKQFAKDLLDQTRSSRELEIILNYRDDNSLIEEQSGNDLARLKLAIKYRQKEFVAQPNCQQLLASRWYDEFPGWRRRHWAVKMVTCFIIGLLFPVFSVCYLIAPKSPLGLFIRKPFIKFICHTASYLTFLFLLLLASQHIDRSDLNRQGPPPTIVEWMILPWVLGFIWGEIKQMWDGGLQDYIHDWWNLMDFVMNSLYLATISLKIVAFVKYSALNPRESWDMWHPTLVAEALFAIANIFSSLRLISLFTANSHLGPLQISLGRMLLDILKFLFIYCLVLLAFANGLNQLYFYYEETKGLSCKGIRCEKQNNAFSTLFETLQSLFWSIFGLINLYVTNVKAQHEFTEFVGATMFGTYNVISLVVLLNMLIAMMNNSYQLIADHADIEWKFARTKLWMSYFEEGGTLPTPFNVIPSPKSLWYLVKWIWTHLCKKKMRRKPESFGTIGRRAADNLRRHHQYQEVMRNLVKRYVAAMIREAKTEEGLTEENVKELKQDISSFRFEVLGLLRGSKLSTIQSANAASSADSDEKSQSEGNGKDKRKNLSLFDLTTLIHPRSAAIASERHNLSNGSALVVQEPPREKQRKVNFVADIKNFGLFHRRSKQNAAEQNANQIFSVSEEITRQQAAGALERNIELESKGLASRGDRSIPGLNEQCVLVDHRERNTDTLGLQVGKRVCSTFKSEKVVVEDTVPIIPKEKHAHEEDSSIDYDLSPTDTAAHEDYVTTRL
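Assay system: Stable TRPC4beta/mu-opioid receptor HEK293 cells | Reagent: DAMGO in two steps, submaximal then maximal | Compound dosing: Single concentration per test compound | Signal: Fluo4 Ca2+ flux fluorescence | Evaluation: Per-well B score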
KCNQ1 inh – human KCNQ1 channel inhibition | actives 1.3% (n = 310,000) | P51787 | CHO-K1 KCNQ1, FluxOR thallium flux fluorescence; stronger effect = higher value | B-score at 10 µM;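 active = compounds whose thallium flux B-score, printed positive for inhibition, exceeds three library SD while starting fluorescence stays within three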;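 note: channel opened by potassium depolarization with thallium stimulus after 20 min compound exposure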
hERG protect – shields human hERG channel from block by proarrhythmic agents. Q12809. CHO-hERG, FluxOR thallium flux, dofetilide IC70 present. activation (rescue from dofetilide block), less the hit threshold, % at 10 µM. actives 0.51% (n = 310,000);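 active = activation above the mean of controls blocked by dofetilide plus 5 SD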;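 note: thallium influx through hERG after potassium depolarization seen as dye fluorescence rise; in these data hits start at about 4.7%; inactives centre near -7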
PolyA inh – yeast polyadenylation inhibition; S. cerevisiae SKY197-pL101 polyadenylation reporter, beta-gal luminescence; efflux-impaired pdr1/pdr3 knockout yeast; score 100 = 6 SD above DMSO; calls only at 12 µM; actives 0.02% (n = 300,000); AID 1875;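 active = lowest replicate activity score at least 50, where 100 means six control SD above control mean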;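 note: yeast exposed to compound for 9 h at 30 °C; higher score means more reporter readthrough which indicates perturbed polyadenylation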
TRPC4 act – TRPC4 (mouse) channel activation. HEK293 TRPC4beta/mu-opioid, Fluo4 calcium fluorescence; stronger effect = higher value. AID 2237. B-score at 10 µM. Q9QUQ5. actives 0.49% (n = 310,000);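 active = B-score above 5 SD of library B-scores, and initial fluorescence ratio not above library mean plus 5 SD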;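 note: positive B-score marks a calcium rise read as TRPC4 activation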
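Material: TRPC4beta and mu-opioid receptor HEK293 stable cells | Incubation: 45 min room-temperature Fluo4 loading, 110 s read | Detection: Kinetic Fluo4 calcium fluorescence | Measure: Integrated baseline-normalised fluorescence ratio, converted to per-well B score | Benchmarks: Low control buffer alone, high control maximal DAMGO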
DYRK1A inh – inhibitors of rat Dyrk1A kinase; ADP-Glo luminescence, NFATc1 peptide; inhibition, % at 12.5 µM; actives 0.43% (n = 310,000); in the data active = inhibition above about 50%;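 note: plate controls were vehicle with enzyme for no effect and no enzyme for full effect; many of its hits are not listed in these tables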
KCNK3 inh – human KCNK3 channel inhibition, primary screen; CHO-KCNK3 thallium flux, FluxOR fluorescence; stronger effect = lower value; B-score at 10 µM; actives 0.84% (n = 340,000); AID 602410;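 active = B-score under library mean minus 4 SD, starting fluorescence ratio at most library mean plus 5 SD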;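 note: more negative B-score means stronger inhibition of thallium flux through KCNK3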
KCNQ1 act – potentiators or activators of human KCNQ1 potassium channel; P51787; CHO-K1 KCNQ1, thallium flux FluxOR fluorescence; stronger effect = higher value; B-score at 10 µM; actives 0.35% (n = 310,000);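 active = fluorescence ratio B-score, a plate-corrected score, at least three library SD, with initial intensity B-score within 5 SD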
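Assay system: CHO-K1 cells stably expressing KCNQ1. Medium: assay buffer for compound exposure, DMSO matched across wells. Timing: 37 °C overnight plating, 90-min dark dye load, 20-min compound pretreatment. Signal: kinetic FluxOR fluorescence, 10 s baseline plus 110 s post-stimulus.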
KCNK9 block – human KCNK9 channel inhibition; Q9NPC2; HEK293 KCNK9, FluxOR thallium flux fluorescence; stronger effect = lower value; B-score at 10 µM; actives 1.2% (n = 310,000);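 active = ratio B-score over 3 SD below the library mean, with starting fluorescence within 5 SD of its mean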;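 note: negative B-score means less thallium flux so channel inhibition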
TRPC4 PAM – allosteric potentiators of mouse TRPC4 channel | Q9QUQ5 | HEK293 TRPC4beta/mu-opioid, DAMGO EC20, Fluo-4 Ca2+ flux; stronger effect = higher value | B-score at 10 µM | actives 0.42% (n = 310,000) | AID 2227;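 active = B-score of calcium response area above 5 SD of library B-scores, with initial fluorescence ratio within 5 SD of library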;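 note: B-score of integrated fluorescence ratio over time as area under calcium response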
An asterisk follows results filed as active; i = inactive; . = not tested or not shown. These rows are one share of the data. The share of hits here may be higher or lower than overall.

SMILES	Platelet DG rel	TRPC4 block	KCNQ1 inh	hERG protect	PolyA inh	TRPC4 act	DYRK1A inh	KCNK3 inh	KCNQ1 act	KCNK9 block	TRPC4 PAM
Cc1ccc(C2=NS(=O)(=O)N(C)C(C(=O)N3CCOCC3)=C2)cc1	-3	i	i	-8	i	i	-2	i	i	i	i
CCN(CC)Cc1c(C(=O)N/N=C/c2cccs2)nnn1-c1nonc1N	7	i	i	-10	i	i	14	i	i	i	i
O=C(N/C(=C/c1cccnc1)C(=O)N1CCOCC1)c1ccccc1Cl	2	i	i	-2	i	i	4	i	i	i	i
CSCCC(NS(=O)(=O)c1ccc(Cl)cc1)C(=O)OCC(=O)c1ccc(F)cc1 (centres undefined)	7	i	i	-7	i	i	-4	i	i	i	i
COc1ccc(OC)c(C2c3c(oc4ccccc4c3=O)C(=O)N2CCCN(C)C)c1 (centres undefined)	-4	i	i	-5	i	i	9	i	i	i	i
COc1ccc(OC)c(NS(=O)(=O)c2ccc3c(c2)C(C)(C)C(=O)N3C)c1	-1	i	i	-9	i	i	2	i	i	i	i
Cc1ccc(-c2nc(CS(=O)(=O)CC(=O)N3CCc4ccccc4C3)c(C)o2)cc1	3	i	i	-7	i	i	9	i	i	i	i
CCOc1ccccc1N(CC(=O)NC1CCCCC1)S(=O)(=O)c1ccccc1	7	i	i	-9	i	i	1	i	i	i	i
CCOC(=O)COc1ccccc1/C=C1/NC(=O)NC1=O	-1	i	i	-9	i	i	13	i	i	i	i
CCOC(=O)c1cnc2ccccc2c1NCCO	-4	i	i	-5	.	i	12	i	i	i	i
CC(Sc1ncnc2sc(-c3ccccc3)cc12)C(=O)NCC1CCCO1 (centres undefined)	-9	i	i	-15	i	i	10	i	i	i	i
Nc1c(C(=O)NCc2ccco2)nnn1CC(=O)Nc1ccccc1	-1	i	i	-4	i	i	8	i	i	i	i
O=C(Nc1ccc(N2CCCC2)cc1)c1ccc2ccccc2c1	0	i	i	-9	i	i	0	i	i	i	i
CCOC(=O)CN1C(=O)C(=O)c2cc(C)ccc21	-5	i	i	-3	i	i	1	i	i	i	i
O=C(NC1CCN(C(=S)NCc2ccco2)CC1)c1ccc(F)cc1	-1	i	i	-9	i	i	-2	i	i	i	i

Exported as labelled records: two of the compounds above
COc1ccc(OC)c(C2c3c(oc4ccccc4c3=O)C(=O)N2CCCN(C)C)c1 (centres undefined)
  Platelet DG rel: -4 | TRPC4 block: i | KCNQ1 inh: i | hERG protect: -5 | PolyA inh: i | TRPC4 act: i | DYRK1A inh: 9 | KCNK3 inh: i | KCNQ1 act: i | KCNK9 block: i | TRPC4 PAM: i
COc1ccc(OC)c(NS(=O)(=O)c2ccc3c(c2)C(C)(C)C(=O)N3C)c1
  Platelet DG rel: -1 | TRPC4 block: i | KCNQ1 inh: i | hERG protect: -9 | PolyA inh: i | TRPC4 act: i | DYRK1A inh: 2 | KCNK3 inh: i | KCNQ1 act: i | KCNK9 block: i | TRPC4 PAM: i

More results.
SMILES	Platelet DG rel	TRPC4 block	KCNQ1 inh	hERG protect	PolyA inh	TRPC4 act	DYRK1A inh	KCNK3 inh	KCNQ1 act	KCNK9 block	TRPC4 PAM
O=C(CSc1nncs1)Nc1ccc(Cl)cc1C(F)(F)F	24	i	i	-11	i	i	-6	i	i	i	i
O=C(NC1CCCC1)C(c1ccccc1)N(C(=O)c1ccco1)C1CCCC1 (centres undefined)	9	i	i	-3	i	i	-2	i	i	i	i
CCOC(=O)C1CCCN(C(=O)COc2ccc(N(C)S(=O)(=O)c3ccc(C)cc3)cc2)C1 (centres undefined)	5	i	i	-12	i	i	-4	i	i	i	i
CN(C)c1ccc(C2NC(=O)c3ccccc3N2)cc1 (centres undefined)	-4	i	i	-5	i	i	-8	i	i	i	i
O=C(NCc1ccc2c(c1)OCO2)C1CCC(CNS(=O)(=O)c2ccc(Cl)cc2)CC1 (centres undefined)	-5	i	i	-4	i	i	-6	i	i	i	i
Cc1ccc(C(=O)NNC2=NC(C)(C)Cc3ccccc32)cc1	-13	i	i	-3	i	i	0	i	i	i	i
c1ccc(N2CCN(Cc3cn4cccnc4n3)CC2)cc1	10	i	i	-6	i	i	2	i	i	i	i
O=S(=O)(NC1CCCCCCC1)c1ccccc1	-1	i	i	-5	i	i	4	i	i	i	i
CCOC(=O)c1ccc(NC(=O)COC(=O)c2cccc(Oc3ccccc3)c2)cc1	-6	i	i	-11	i	i	3	i	i	i	i
CC(=O)c1ccc(NC(=S)N2CCN(c3cccc(Cl)c3)CC2)cc1	2	i	i	-5	i	i	2	i	i	i	i
CCCCCC(=O)Nc1ccc(C(=O)CN2C(=O)NC3(CCCCCC3)C2=O)cc1	9	i	i	-14	i	i	-3	i	i	i	i
O=C(CCn1c(=O)c2cccn2c2cccnc21)NCc1cccc(Cl)c1	3	i	i	-8	i	i	-3	i	i	i	i
CCOC(=O)/C(C#N)=C/c1c(N2CCN(c3ccc(OC)cc3)CC2)nc2c(C)cccn2c1=O	-3	i	i	-8	i	i	-1	-12*	i	i	11*
CCOc1ccc(NS(=O)(=O)c2ccc3c(c2)CCN3C(=O)C2CCC2)cc1	-6	i	i	-5	i	i	5	i	i	i	i
COc1ccccc1NC(=O)CSc1nncn1N	-3	i	i	-4	i	i	-3	i	i	i	i
CCOC(=O)c1ccc(NC(=O)CSC(=S)N2CCOCC2)cc1	-11	i	i	-5	i	i	3	i	i	i	i
O=C(O)Cn1c(SCCOc2ccccc2F)nc2ccccc21	1	i	i	-3	i	i	6	i	i	i	i
Cc1ccc(S(=O)(=O)N2CCC(C(=O)NCCC3=CCCCC3)CC2)cc1C	-15	i	i	-21	i	i	3	i	i	i	i
O=C(O)c1ccc(N/N=C/c2ccc(-c3cc(Cl)ccc3Cl)o2)cc1	-2	i	i	-11	i	i	-9	i	i	i	i
O=C(O)c1ccc2c(=O)n3c(nc2c1)/C(=C/c1ccc(Cl)c([N+](=O)[O-])c1)CC3	3	i	i	-3	i	i	1	i	i	i	i
CC1(C)CC(=O)C(C=NCCN2CCN(C(=O)c3ccccc3)CC2)=C(O)C1	5	i	i	-8	i	i	4	i	i	i	i
Cc1cccc(N(CC(=O)NC2CCCCC2)C(=O)c2csnn2)c1	0	i	i	-4	i	i	-4	i	i	i	i
Cc1cc(C(=O)N2CCN(c3ccccn3)CC2)no1	-1	i	i	-9	i	i	2	i	i	i	i
CCn1c(SCC(=O)Nc2ccccc2)nnc1-c1ccc(S(=O)(=O)N2CCOCC2)cc1	14	i	i	-3	i	i	0	i	i	i	i
CCc1ccc(OCC(=O)Nc2cccc3c2CCCC3)cc1	-8	i	i	-4	i	i	5	i	i	i	i
O=c1[nH]c(CN2CCN(S(=O)(=O)c3ccc4c(c3)OCCO4)CC2)nc2sc3c(c12)CCCC3	21	i	i	-8	i	i	-5	i	i	i	i
O=C(NCCc1c[nH]c2ccccc12)c1cnc2n(c1=O)CCS2	-7	i	i	-4	i	i	5	i	i	i	i
Cc1cc(C(=O)OCCN2C(=O)c3ccccc3C2=O)c2ccccc2n1	-4	i	i	-10	i	i	3	i	i	i	i
Cn1nc(-c2ccccc2)cc1NC(=O)CCCC(=O)O	-3	i	i	-6	i	i	-1	i	i	i	i
CCOC(=O)N1CCN(S(=O)(=O)c2ccc(C(=O)N(CCN(CC)CC)c3nc4ccc(C)cc4s3)cc2)CC1	-12	i	i	-15	i	i	4	i	i	i	i
CCc1nccn1CCC(=O)N1CCCC(N2CCN(c3cccc(Cl)c3)CC2)C1 (centres undefined)	-1	i	i	1	i	i	-1	i	i	i	i
COc1cccc(C(=O)NCC2CCN(c3ccc(S(=O)(=O)N4CCOCC4)cc3)CC2)c1	-3	i	i	-9	i	i	-2	i	i	i	i
O=S(=O)(c1ccc(N2CCN(c3ccc(F)cc3)CC2)cc1)N1CCCC1	-2	i	i	-9	i	i	-2	i	i	i	i
COc1ccc(CN2C(=O)c3ccccc3C2=O)cc1	-1	i	i	-9	i	i	.	i	i	i	i
CCOc1ccc(C(=O)Nc2ccccc2N2CCCC2)cc1	-1	i	i	-5	i	i	5	i	i	i	i
COc1ccc(-c2[nH]ncc2CN2CCC(C(=O)N3CCOCC3)CC2)c(F)c1	-3	i	i	-11	i	i	1	i	i	i	i
CC1CCN(CCn2c(=S)[nH]c3cc4c(cc3c2=O)OCO4)CC1	3	i	i	-8	i	i	.	i	i	i	i
Cc1cc(F)ccc1NC(=O)c1cnccn1	13	i	i	-7	i	i	-5	i	i	i	i
O=C(COC(=O)c1cncc(Br)c1)NCC1CCCO1 (centres undefined)	1	i	i	-5	i	i	-3	i	i	i	i
CN(C(=O)COC(=O)CCC1CCCCC1)c1c(N)n(Cc2ccccc2)c(=O)[nH]c1=O	0	i	i	-5	.	i	.	i	i	i	i
CCc1c(OC(C)=O)c2ccccc2n(C)c1=O	7	i	i	-2	i	i	-3	i	i	i	i
O=C(Cc1cccs1)NCc1ccc(F)cc1	3	i	i	-15	i	i	-6	i	i	i	i
CCCCn1c(-c2ccco2)n[nH]c1=S	16	i	i	-7	i	i	1	i	i	i	i
NC1=NC(c2cn[nH]c2-c2ccc(F)cc2)n2c(nc3ccccc32)N1 (centres undefined)	-5	i	i	-11	i	i	.	.	i	i	i
CCOc1ccc(C(C)=O)cc1CSc1nnc(-c2cccs2)n1CC1CCCO1 (centres undefined)	-2	i	i	-6	i	i	4	i	i	i	i
C=CCSc1nc(C)c(CC(=O)OCCCC)c(=O)[nH]1	5	i	i	-8	i	i	-6	i	i	i	i
CS(=O)(=O)N1CCN(Cc2ccc(C(F)(F)F)cc2)CC1	0	i	i	-5	i	i	-2	i	i	i	i
O=C1CC(C(=O)NCc2ccccc2)N=C(N2CCCCC2)N1 (centres undefined)	-2	i	i	-8	i	i	-1	i	i	i	i
O=C(CCCN1C(=O)/C(=C/c2cccs2)SC1=S)NNC(=O)c1ccncc1	-5	i	i	-3	i	i	1	i	i	i	i
CC[C@@H]1CC=C[C@H]2[C@H]1C(=O)N(Cc1ccccc1)[C@H]2c1ccc2ccccc2c1	-1	i	i	-20	i	i	.	.	i	i	i
CCc1nc(-c2ccc(C)nc2OC)no1	0	i	i	-8	i	i	7	i	i	i	i
Cc1ccc(NC(=O)CSc2nnc(-c3cnccn3)n2-c2ccccc2)cc1	-6	i	i	-4	i	i	-2	i	i	i	i
Cc1ccc(NS(=O)(=O)c2cc(C(=O)NCc3cccnc3)ccc2C)cc1	7	i	i	-5	i	i	-7	i	i	i	i

Screening data (PubChem BioAssay)
